mIAP act = increases mouse intestinal alkaline phosphatase activity. muIAP, CDP-Star luminescence, 30 min; active compounds read high; 1 = vehicle-only enzyme signal, 0 = enzyme-free wells. activation factor at 10 µM. 0.24% of 330,000 active;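 active = activation factor of at least 2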; also: the source names both 10 and 20 µM as test concentration; values of inactives mirror those of a sister screen read the other way
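Assay system: mouse IAP enzyme / Compound: DMSO-dissolved test compounds / Timing: 30 min, room temperature / Measured by: luminescence from enzymatic CDP-Star hydrolysis / Control set: DMSO-only wells, enzyme-free buffer wells as negative control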
mIAP block = blocks mouse intestinal alkaline phosphatase | purified mouse IAP, CDP-Star luminescence, 30 min | inhibition, % at 10 µM | 0.2% of 330,000 active | AID 2806;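 active = inhibition of at least 40% at 10 µM in the primary screen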;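 also: plate controls were DMSO with enzyme for no effect and no enzyme wells for full effect; values of inactives mirror those of a sister screen read the other way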
hIAP block = blocks human intestinal alkaline phosphatase | 0.12% of 330,000 active | inhibition, % at 10 µM | AID 2544 | purified IAP, CDP-Star luminescence, 30 min;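 active = inhibition reaching a set limit with compound at 10 µM in the primary screen, cut at about 35% in these data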;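 also: plate controls were DMSO wells with enzyme for no effect and no-enzyme buffer wells for full effect; values of inactives mirror those of a sister screen read the other way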
Target sequence (P09923 whole entry, looked up): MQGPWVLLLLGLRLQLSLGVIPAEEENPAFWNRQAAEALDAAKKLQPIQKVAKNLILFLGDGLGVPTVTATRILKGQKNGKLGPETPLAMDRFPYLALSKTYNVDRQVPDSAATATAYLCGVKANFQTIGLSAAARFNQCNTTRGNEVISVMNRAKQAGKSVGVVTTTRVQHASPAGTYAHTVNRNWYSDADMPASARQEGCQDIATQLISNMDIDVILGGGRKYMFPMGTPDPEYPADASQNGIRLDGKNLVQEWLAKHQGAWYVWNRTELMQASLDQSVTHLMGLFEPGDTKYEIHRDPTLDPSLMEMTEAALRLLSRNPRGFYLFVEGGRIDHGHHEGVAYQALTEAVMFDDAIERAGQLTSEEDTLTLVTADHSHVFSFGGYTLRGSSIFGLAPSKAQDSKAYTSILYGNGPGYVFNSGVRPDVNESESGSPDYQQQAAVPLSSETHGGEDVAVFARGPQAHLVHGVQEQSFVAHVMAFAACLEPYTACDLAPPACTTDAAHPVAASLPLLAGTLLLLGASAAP
A3A deaminase = inhibitors of human APOBEC3A DNA deaminase | P31941 | recombinant A3A, FAM/TAMRA ssDNA deamination fluorescence | inhibition, % at 20 µM | 0.41% of 330,000 active | AID 493011;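 active = at least 40% inhibition at 20 µM here, with at most 30% in a related deaminase screen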;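 also: plate controls were A3A with DMSO for no effect and wells lacking A3A enzyme for full effect; some results filed as inactive read as strong as hits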
APOBEC3G inh = inhibitors of human APOBEC3G DNA deaminase; recombinant A3G, ssDNA deamination FAM/TAMRA fluorescence; inhibition, % at 20 µM; 0.28% of 330,000 active; AID 493012;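 active = inhibition of at least 40% at 20 µM, with no more than 30% in the related APOBEC3A deaminase screen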;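 also: plate controls were DMSO wells with A3G for no effect and wells lacking A3G enzyme for full effect; some compounds called inactive have numbers as strong as hits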
Target sequence (Q9HC16 whole entry, looked up): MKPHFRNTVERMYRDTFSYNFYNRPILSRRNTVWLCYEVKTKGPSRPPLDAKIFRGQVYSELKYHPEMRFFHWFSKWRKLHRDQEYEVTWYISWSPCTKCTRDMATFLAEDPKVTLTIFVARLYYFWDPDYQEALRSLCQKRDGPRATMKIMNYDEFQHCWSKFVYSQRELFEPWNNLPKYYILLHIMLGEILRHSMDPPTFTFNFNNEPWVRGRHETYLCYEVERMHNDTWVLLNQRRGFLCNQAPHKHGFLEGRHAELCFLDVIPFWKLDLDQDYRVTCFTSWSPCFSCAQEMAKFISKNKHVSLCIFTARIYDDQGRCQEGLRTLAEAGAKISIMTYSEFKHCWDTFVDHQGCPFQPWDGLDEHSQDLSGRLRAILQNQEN
MPTP inh = blocks calcium-induced mitochondrial swelling; isolated mouse mitochondria, Ca2+ swelling absorbance, 30 min; AID 602449; 1.4% of 360,000 active; inhibition, % at 10 µM;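 active = inhibition of 50% or more, scaled per plate between neutral and stimulator controls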;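 also: 0% = DMSO wells given calcium and 100% = 1 mM EGTA wells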
GRIN3A LBD mod = modulators (binders) of human NR3A ligand-binding domain; Tm shift relative to glycine control, % at 25 µM; AID 1259313; 2.5% of 340,000 active; NR3A LBD differential scanning fluorimetry, Tm shift; 0% = protein alone, 100% = glycine-bound protein;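 active = melting temperature shift of at least 10% of the positive control shift, at one fixed dose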
hIAP activ = human IAP activation; P09923; purified human IAP, CDP-Star luminescence, 30 min; active compounds read high; 1 = vehicle-only enzyme, 0 = enzyme-free background; activation factor at 10 µM; 0.16% of 330,000 active; AID 2524;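 active = activation factor of the enzyme at least 2-fold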; also: the source names both 10 and 20 µM as test concentration; values of inactives mirror those of a sister screen read the other way
beta cell repl = induces beta-cell replication in MIN6 cells | MIN6 cells proliferation, ATPlite luminescence, 48 h; cells starved in 0.2% serum; 100% = growth in 10% serum | proliferation, % at 10 µM | 0.29% of 330,000 active;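 active = compounds whose signal lies at least 3.5 SD above the mean of all wells on their plate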;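 also: 0% = DMSO-treated cells in low-serum medium and 100% = 10% serum control; some compounds called inactive have numbers as strong as hits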
An asterisk follows results filed as active; . = not tested or not shown.

SMILES	mIAP act	mIAP block	hIAP block	A3A deaminase	APOBEC3G inh	MPTP inh	GRIN3A LBD mod	hIAP activ	beta cell repl
Cc1cc(-c2ccc(C)c(S(=O)(=O)NCC3CCN(Cc4cccc(F)c4)CC3)c2)on1	0.979	2.1	-21.4	-0.8	-1.9	8.0	2.3	1.21	-6.3
COc1ccccc1/C=N/OC(=O)c1ccc(C)cc1	0.99	1.0	-1.2	1.8	-11.0	0.0	3.4	1.01	4.1
O=C(CN1CCN(c2ccccc2)CC1)c1c[nH]c2ccccc12	1.03	-3.2	-1.8	0.8	-7.2	-0.9	-13.4	1.02	-3.9
CCn1nnnc1SCC(=O)Nc1nc(-c2cccs2)cs1	0.92	8.0	-6.2	-0.5	-1.7	0.1	-0.1	1.06	-2.1
CCC(C)(C)NC(=O)c1cccc(NC(=O)C(C)C)c1	1.04	-3.6	-4.5	2.1	-3.1	-0.4	-2.9	1.04	0.5
CC(C)(C)C(=O)OCc1cn(-c2ccc(Cl)cc2)nn1	1.04	-4.1	11.9	0.9	-3.0	3.2	-1.7	0.881	-2.2
CS(=O)(=O)c1ccc(Cl)c(NC(=O)COC(=O)c2ccc(S(=O)(=O)N3CCCC3)cc2)c1	0.98	2.0	-3.8	0.2	-2.7	-0.8	1.8	1.04	-3.0
CC1CCCCC12NC(=O)N(CC(=O)N1CCN(C(=O)c3cccs3)CC1)C2=O (stereo unspecified)	0.882	11.8	6.0	1.6	-3.5	-1.3	-2.6	0.94	-0.3
Cc1nnc(N2C(=O)C(O)=C(C(=O)c3ccco3)C2c2ccc(F)cc2)s1 (stereo unspecified)	1.04	-4.5	-17.4	0.8	2.0	-1.8	0.1	1.17	-3.4
COc1cccc(C(=O)NNS(=O)(=O)c2ccc(F)cc2)c1	1.08	-7.9	-0.6	4.9	-0.8	-0.7	-4.0	1.01	-2.2
CC1(C)CCCN(C(=O)c2ccc3c(c2NCCO)C(=O)c2ccccc2C3=O)C1	0.848	15.2	5.6	-5.3	-5.5	10.4	-4.7	0.944	-1.5
CCCOc1ccc(CSc2ncn[nH]2)cc1	1.09	-9.1	-28.2	-2.1	-7.1	0.5	-1.4	1.28	0.1
CCC1CCCCN1S(=O)(=O)c1c(C)n(C)c(=O)n(C)c1=O (stereo unspecified)	0.933	6.7	1.1	6.0	-1.9	-1.9	1.2	0.989	0.7
COc1ccc([N+](=O)[O-])cc1N(CC1CO1)S(=O)(=O)c1ccc(C)cc1 (stereo unspecified)	0.923	7.7	2.1	-2.5	-7.3	1.0	-0.4	0.979	5.1
CN1CCN(c2ccc(CNS(=O)(=O)c3cccc(F)c3)cc2)CC1	1.02	-2.5	-3.7	1.5	-5.0	1.9	3.9	1.04	-1.0
COc1ccc(OCCCC(=O)OCC(=O)NNC(=O)c2ccc([N+](=O)[O-])cc2)cc1	0.97	3.0	-20.3	-1.3	3.7	-1.5	-1.0	1.2	-1.4
CCn1nnnc1SCC(=O)NCc1ccco1	0.902	9.8	3.9	-3.4	-2.8	-0.5	0.3	0.961	-1.7
O=C(C[n+]1ccc(CCSc2ccc(F)cc2)cc1)c1ccccc1	0.894	10.6	-3.9	-5.0	-6.3	-8.9	-3.6	1.04	-2.6
CNC(=O)NC(=O)CSc1ncc(C(F)(F)F)cc1Cl	0.991	0.9	0.6	-1.1	-4.2	0.6	1.9	0.994	-2.5
CCCCC(CC)CO (stereo unspecified)	0.999	0.1	4.7	0.9	-0.9	-1.3	-0.5	0.953	-0.8
CCOc1cc2[nH]c(=S)n(Cc3ccc(C)o3)c(=O)c2cc1OCC	0.83	17.0	15.6	-0.8	-8.9	-0.1	-3.9	0.844	3.0
O=C(c1ccsc1)N1CCCC(Nc2ccc(F)c(F)c2)C1 (stereo unspecified)	1.01	-0.7	-12.3	-8.4	-7.8	0.3	4.5	1.12	4.1
COc1cc(C(=O)Nc2nc(-c3ccc(F)cc3)cs2)ccc1OCC(=O)N1CCOCC1	1.03	-2.8	-6.3	-2.4	-6.9	2.1	-3.0	1.06	-4.2
CCOc1ccc(NC(=O)COC(=O)CNC(=O)c2ccc(-c3ccccc3)cc2)cc1	0.986	1.4	2.7	-1.0	-1.4	-1.0	-0.2	0.973	-1.6
CCN(CC)S(=O)(=O)c1ccc(/C=C/C(=O)OCC(=O)Nc2cccnc2Cl)cc1	0.961	3.9	-3.3	1.8	-2.9	0.8	2.3	1.03	4.9
Clc1ccc(N=c2ssnc2Cl)nc1	0.681	31.9	12.1	-0.7	19.8	-0.5	1.6	0.879	-6.1
Cc1cccc(Oc2ccccc2NC(=O)CN2C(=O)NC3(CCCC3)C2=O)c1	0.99	1.0	0.0	-1.0	1.4	-0.9	0.6	1	1.8
CC(=O)N1CCC(C(=O)Nc2ccc(S(=O)(=O)N3CCCC(C)C3)cc2)CC1 (stereo unspecified)	0.971	2.9	-12.8	24.0	-3.1	0.0	0.6	1.13	-0.5
CCOC(=O)c1c(C)sc2c1N(C(=O)CN(CC)CC)c1ccccc1S2	0.938	6.2	20.3	1.6	-3.2	0.7	0.3	0.797	0.4
Cc1ccc(C(C(=O)NC2CCCC2)N(C(=O)CNC(=O)c2cccs2)c2cccnc2)o1 (stereo unspecified)	1.04	-4.1	-22.8	1.8	-0.4	0.9	0.3	1.23	0.5

As a working copy, 3 of the compounds above.
SMILES	mIAP act	mIAP block	hIAP block	A3A deaminase	APOBEC3G inh	MPTP inh	GRIN3A LBD mod	hIAP activ	beta cell repl
COc1ccc(OCCCC(=O)OCC(=O)NNC(=O)c2ccc([N+](=O)[O-])cc2)cc1	0.97	3.0	-20.3	-1.3	3.7	-1.5	-1.0	1.2	-1.4
CCn1nnnc1SCC(=O)NCc1ccco1	0.902	9.8	3.9	-3.4	-2.8	-0.5	0.3	0.961	-1.7
O=C(C[n+]1ccc(CCSc2ccc(F)cc2)cc1)c1ccccc1	0.894	10.6	-3.9	-5.0	-6.3	-8.9	-3.6	1.04	-2.6

Continued:
SMILES	mIAP act	mIAP block	hIAP block	A3A deaminase	APOBEC3G inh	MPTP inh	GRIN3A LBD mod	hIAP activ	beta cell repl
COc1ccc(C/C(O)=C(\C#N)c2nc3ccccc3[nH]2)cc1OC	1.02	-2.5	-37.8	-3.9	-5.7	-0.2	-12.4	1.38	2.3
COC(=O)c1cccc2nc3c(C(C)O)cccc3nc12 (stereo unspecified)	0.879	12.1	11.5	1.6	7.8	-2.1	-1.8	0.885	-0.7
Cc1nc2ccc(NC(=O)CSc3ccccc3)cc2s1	1.13	-13.4	4.4	-4.3	-8.3	-1.3	-11.0	0.956	0.1
CCN1C(=O)/C(=C/c2ccc(N3CCCC3)cc2)NC1=S	0.645	35.5	29.7	-17.4	-44.6	21.9	-4.4	0.703	-5.5
O=C(/C(=C/c1ccccc1)n1cncn1)c1ccc(Cl)cc1Cl	0.953	4.7	1.7	2.8	0.6	2.8	3.0	0.983	0.0
CCN(CC(=O)Nc1ccc(NC(C)=O)cc1)C(=O)c1ccccc1SCC(=O)N1CCCC1	0.915	8.5	0.9	-2.8	-4.5	-0.4	-2.3	0.991	2.0
Cc1ccc(NC(=O)c2cc([N+](=O)[O-])ccc2N2CCCC2)cc1	0.801	19.9	10.4	-5.0	-9.0	2.9	-0.9	0.896	0.3
Cn1c(CN2CCOCC2)nc2cc(NC(=O)c3ccccc3Cl)ccc21	1.05	-5.2	6.6	1.5	-2.0	0.8	-2.5	0.934	-1.1
CCOC(=O)CCC(NC(=O)CCC(=O)NC(CCC(=O)OCC)C(=O)OCC)C(=O)OCC (stereo unspecified)	1.02	-2.0	9.2	-2.2	-10.0	-0.4	-1.1	0.908	0.0
O=C(O)CSc1nc2sc3c(c2c(=O)n1-c1ccccc1)CCC3	1.05	-5.0	-0.3	10.6	-3.8	-0.1	0.2	1	1.4
Cn1c(=O)c([N+](=O)[O-])c(NC2CCS(=O)(=O)C2)c2ccccc21 (stereo unspecified)	1.03	-2.7	-27.8	-3.9	-3.4	-0.2	2.4	1.28	-2.2
Cc1csc(CNc2ncnc3ccc(-c4cccnc4)cc23)c1	0.952	4.8	-4.1	-1.4	-2.3	0.4	-1.9	1.04	-4.2
COc1ccc(NC(=O)CN(c2ccccc2OC)S(=O)(=O)c2cccs2)cc1Cl	0.881	11.9	-7.6	-2.1	-7.2	2.1	-7.4	1.08	-4.2
COc1ccc(OC)c(NC(=O)CSc2nc3n[nH]c(C)c3c(=N)n2-c2cccc(Cl)c2C)c1	0.956	4.4	-48.7	-5.3	-9.6	0.0	1.8	1.49	-4.9
COc1ccc(CCNC(=O)C(=O)NCC2OCCN2S(=O)(=O)c2ccc(OC)c(OC)c2)cc1OC (stereo unspecified)	1.01	-0.6	10.6	-4.6	-8.1	-0.4	1.1	0.894	0.7
C=CCNC(=O)c1ccc(C2SCC(=O)N2Cc2ccco2)cc1 (stereo unspecified)	0.99	1.0	-5.3	4.6	-2.5	0.1	-2.3	1.05	5.1
Nc1nonc1-n1nnc(C(=O)N/N=C/c2ccc(Cl)cc2)c1-c1ccc2c(c1)OCO2	1.06	-6.1	-3.5	-0.1	1.2	0.1	4.2	1.03	-3.3
CCN(CC(=O)Nc1ccc2c(c1)OCCO2)CC(=O)Nc1ccc(C)c([N+](=O)[O-])c1	0.997	0.3	-18.9	-0.4	-4.2	0.6	1.2	1.19	-3.5
Cc1cc(C(=O)CSc2nc3ccccc3o2)c(C)n1C1CC1	0.707	29.3	-10.0	2.7	1.9	5.0	7.3	1.1	-4.0
C=CCn1c(SCC(=O)NC(=O)c2cccc([N+](=O)[O-])c2)nnc1-c1ccccc1	1	-0.2	-4.9	-0.2	-2.5	1.0	-1.5	1.05	-1.3
COc1ccc2nc3cc(Cl)ccc3c(Nc3cc(CN4CCCC4)c(O)c(CN4CCCC4)c3)c2n1	0.884	11.6	43.2*	29.1	4.6	72.5*	.	0.568	-7.9
COC(=O)c1ccc(CSc2nnc(-c3c[nH]c4ccccc34)n2-c2ccccc2)cc1	1.12	-12.2	-8.0	0.4	-0.9	0.3	-16.5	1.08	0.0
O=C(Nc1ccccc1)C1CCN(S(=O)(=O)c2cccs2)CC1	1.15	-14.7	10.2	-5.7	-6.9	-3.4	0.9	0.898	1.1
COc1ccc(NC(=O)CN(c2ccc(OC)c(Cl)c2)S(=O)(=O)c2ccccc2)c(OC)c1	1.05	-4.6	-0.3	-4.7	-2.2	-0.5	-6.4	1	-3.2
CC(=O)N1CCC[C@H]1C(=O)O	0.963	3.7	6.6	-0.1	-3.9	-0.2	0.2	0.934	-2.0
O=C(Nc1cccc(-n2cnnn2)c1)c1ccc(C(F)(F)F)cc1	1	-0.1	16.5	10.6	-6.3	2.6	-6.4	0.835	-0.7
Cc1cccc(C)c1NC(=O)CNC(=O)CCC(=O)N1CCOCC1	1.04	-4.5	-13.1	-0.4	-2.7	-2.6	0.5	1.13	1.8
O=C(CN(Cc1ccc(F)cc1)C(=O)CNS(=O)(=O)c1ccc(F)cc1)NCc1ccco1	1.04	-3.9	-22.2	0.4	1.6	0.2	2.5	1.22	-0.8
COc1ccc(CCNC(=O)c2cc3c(=O)n4ccccc4nc3n(CCN3CCOCC3)c2=N)cc1	1.02	-1.8	-5.6	-3.4	-3.0	4.1	-4.1	1.06	-0.9
COC(=O)c1cc(NC(=S)NCc2ccc(Cl)cc2)cc(C(=O)OC)c1	1	-0.5	-3.9	1.4	-3.4	98.1*	24.6*	1.04	-5.4
CN(C)c1cccc(C(=O)OCC(=O)N(C)c2ccccc2)c1	1.01	-0.6	-1.6	-1.6	-4.2	0.8	-0.2	1.02	0.0
